Compound activity as filed in PubChem.
FN deposition inh: inhibitors of fibronectin matrix deposition, primary screen, AH1F cells, Alexa488-fibronectin fluorescence, plate reader; inhibition, % at 12.6 µM; 350,000 compounds, 0.086% hits; AH1F fibroblasts, overnight; AID 743247, 2014;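 active = mean inhibition across replicates of 30% or more, regardless of how many single replicates reach that level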;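 note: positive control wells lacked labelled fibronectin entirely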
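Material: AH1F fibroblast monolayer depositing Alexa488-labelled fibronectin into matrix | Input: 10000 AH1F cells/well | Medium: DMEM plus 2% serum, read in PBS | Reagent: Alexa488-fibronectin, 24 nM final in well | Compound dosing: One dose per compound, pinned | Schedule: 1 h adhesion, overnight exposure | Measured by: Fluorescence at 485 nm excitation, 525 nm emission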
PAX8 inh HTS: inhibitors of PAX8-driven TPO luciferase reporter, primary screen, RMG-I cells, single concentration; 360,000 compounds, 1.2% hits; SteadyGlo, 24 h; inhibition, % at 12.6 µM;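 active = mean replicate inhibition at least 60% with every replicate also reaching 60%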;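 note: luciferase light reporting Pax8 driven TPO promoter activity; plate controls were median of neutral control wells for no effect and mitoxantrone controls for full effect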
Cneo AK release: Cryptococcus neoformans cell lysis inducers, primary screen, AK release luminescence, single concentration; 360,000 compounds, 0.2% hits; C. neoformans lysis, adenylate kinase release luminescence, 4 h; normalised: neutral wells 0, clomiphene wells 100; lysis activity, % at 15 µM; AID 651654, 2012;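 active = mean lysis activity across replicates of at least 80%, whatever share of replicates individually reach that level; inactive = mean lysis activity below 80%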
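read-out = cell lysis signal | test system = log-phase Cryptococcus neoformans yeast cells | input = cells at 5 × 10^6 per mL | medium = fresh YPD growth medium | signal = luminescent adenylate kinase detection reagent | timing = 4 h at 37 °C static, read 1 h later | dosing = single dose | controls = Clomiphene as positive lysis control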
PGC1a acetyl inh: inhibitors of PGC1a acetylation signal, primary screen, cell-based, U2OS, AlphaScreen, inhibitor mode | inhibition, % at 15.6 µM | AlphaScreen anti-acetyl-lysine; with virally co-expressed GCN5 acetyltransferase | 350,000 compounds, 0.17% hits;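 active = every replicate shows inhibition of at least 40%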;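 note: 0% = neutral control wells and 100% = positive control wells; some results beyond the cut were filed as inactive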
miR-122 sensor: miR-122 Renilla sensor signal increase in Huh7, primary screen, miR-122 inhibitor project, cell-based, single point, plate reader | activation (reporter increase), % at 12.5 µM | 340,000 compounds, 0.3% hits | Huh7 miR-122 Renilla luciferase sensor, 48 h; neutral wells = 0, positive control = 100;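 active = mean replicate activation score at least 90 and every replicate individually at or above 90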;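 note: higher luciferase means less miR-122 activity so hits act as miR-122 inhibitors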
CASP6 VEID inh: human caspase-6 inhibitors, primary screen, biochemical, VEID-R110 fluorescence, single point, set 2; 350,000 compounds, 0.53% hits; P55212; purified caspase-6, Z-VEID-R110 cleavage fluorescence; inhibition, % at 12.5 µM;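 active = mean inhibition across replicates at least about 35%, with every replicate also reaching that limit, limit read from the data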;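 note: 0% = median of neutral control wells and 100% = no fluorescence left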
Target sequence (P55212 24-179 limits assumed): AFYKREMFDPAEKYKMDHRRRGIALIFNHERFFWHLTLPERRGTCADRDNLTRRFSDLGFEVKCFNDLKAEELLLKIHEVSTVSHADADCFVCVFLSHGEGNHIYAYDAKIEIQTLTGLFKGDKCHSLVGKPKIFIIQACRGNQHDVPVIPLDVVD
Target sequence (P55212 194-293 limits assumed): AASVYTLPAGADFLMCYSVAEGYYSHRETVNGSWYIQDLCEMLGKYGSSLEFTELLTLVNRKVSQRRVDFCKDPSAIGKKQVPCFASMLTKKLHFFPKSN
EWS-Fli inh: EWS/Fli-driven NR0B1 reporter inhibitors, primary screen, A673 cells, NR0B1 luciferase, luminescence, MLPCN library; inhibition, % at 12.6 µM; 350,000 compounds, 0.67% hits; viability-normalised;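 active = mean inhibition of at least 50% after viability correction, with every replicate also passing that limit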;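 note: firefly luciferase signal divided by Alamar Blue viability fluorescence both relative to DMSO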
LGR2 inh: inhibitors of bursicon-induced LGR2 CRE-luciferase signal, primary screen, cell-based, HEK293, CRE-luciferase reporter, bursicon stimulation; Drosophila bursicon receptor LGR2 (rickets); bursicon-stimulated, 4 h; inhibition, % at 9.99 µM; 380,000 compounds, 0.35% hits; AID 720647, 2013;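 active = drop in luminescence signal, shown as inhibition above about 50% in the replicate tests, limit read from the data, passing the limit was not always enough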;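 note: agonist challenge used bursicon conditioned medium at about half maximal strength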
* hit, by the source's call; . = no result given; & = joins results of further samples; [ ] = another dose, or the depositor's remark.

SMILES	FN deposition inh	PAX8 inh HTS	Cneo AK release	PGC1a acetyl inh	miR-122 sensor	CASP6 VEID inh	EWS-Fli inh	LGR2 inh
Cc1ccccc1C(=NCCCN(C)C)c1ccccc1C	-10	12	0	-6	-6	-170	2	5
O=C(Nc1ccc(Cl)cc1)N[C@H]1CC[C@H](CCn2cc(-c3ccccc3F)nn2)O[C@@H]1CO	12&3	17&26	-1	5	.	-1&0	-4&0	-7&18
COC(=O)c1ccccc1NC(=O)C12CCC(C)(C(=O)O1)C2(C)C (configuration not stated)	6	.	-2	0	-9	.	.	1
CCCNC(=O)c1ccc(Cl)cc1Cl	-4	-18	0	.	.	-2	-17	2
CO[C@@H]1CN(C)C(=O)c2cc(NS(=O)(=O)c3ccc(-c4ccccc4)cc3)ccc2OC[C@@H](C)NC[C@@H]1C	2	.	2	-16	21[16.7 µM]	-3	5	-5
COCC[N+]1(C)CCCCC1	-6	-3	0	10	6	-2	0	-2
COc1ccc(CN(C)C[C@@H]2Oc3c(NC(=O)NC4CCCCC4)cccc3C(=O)N([C@@H](C)CO)C[C@@H]2C)cc1	-10	-1	-3	3	21[16.7 µM]	4	1	0
Cc1noc(C)c1NC(=O)N[C@H]1CC[C@@H](CC(=O)N2CCCCC2)O[C@@H]1CO	.	-12	1	1	.	1	-7	9
CN(Cc1cccnc1)C(=O)CC1C(=O)NCCN1CC(c1ccccc1)c1ccccc1 (configuration not stated)	-8	14	.	.	.	-2	-5	27
C[C@@H]1CN([C@@H](C)CO)C(=O)c2cc(NC(=O)C3CCCCC3)ccc2O[C@@H](C)CCCCO[C@H]1CN(C)C(=O)Cc1ccccc1	.	1	-1	-14	1[16.7 µM]	2	6	-13
Cc1ccccc1OCCC(=O)OCC(=O)N1CCN(S(=O)(=O)c2ccc(Cl)cc2)CC1	-7	20	0	0	.	3	-1	1
COc1cc(CNC2CCCC2)c(Br)cc1OC1CCCC1	3	-21	.	-6	.	-1	6	-3
Cc1nn(CCCC(=O)NCc2ccc(F)cc2)c(=O)c2nccn12	12	-5	1	-6	-5	-1	-5	0
O=C(OCC(=O)c1ccc[nH]1)c1ccc(Cl)c(Cl)c1	17	-8	0	2	.	-4	4	-80
COCC(=O)N(C)C[C@H]1Oc2ncc(C#Cc3ccccc3OC)cc2C(=O)N([C@@H](C)CO)C[C@H]1C	10	.	6	17	-9[16.7 µM]	-2	-7	-1
Cc1nc2c(C)cccc2cc1C(=O)N/N=C/c1cccnc1	-1	8	-16	10	5	-2	-18	-3
CCC(CO)NC1=C([N+](=O)[O-])C(=O)CC(C)(C)C1 (configuration not stated)	3	-7	3	-3	-1	.	.	-5
COc1ccccc1NC(=O)CN(c1ccc(C)cc1)S(=O)(=O)c1c(C)n[nH]c1C	-1	10	10	-14	3	.	.	.
CC(NC(=O)c1cc(S(=O)(=O)N2CCCC2)cn1C)c1ccccc1 (configuration not stated)	3	-13	2	9	-6	1	2	-5
CCc1ccccc1NC(=O)c1cccc(N2C(=O)C3C4CCC(C4)C3C2=O)c1 (configuration not stated)	.	1	7	5	-3	.	.	.
COC(=O)c1ccc(N2CCc3ccccc32)c([N+](=O)[O-])c1	1	5	-3	7	-8	-1	2	2
COc1ccc(CN(C)C[C@H]2OCCCC[C@H](C)Oc3ccc(NS(C)(=O)=O)cc3C(=O)N([C@H](C)CO)C[C@@H]2C)cc1	.	-3	.	0	9[16.7 µM]	.	2	21
C[C@H](CO)N1C[C@H](C)[C@H](CN(C)C(=O)Nc2ccccc2)Oc2ccc(NC(=O)Cn3cnnn3)cc2CC1=O	.	-11	55	8	6[16.7 µM]	0	-13	-8
C[C@@H]1CCCCO[C@@H](CN(C)C(=O)CCC(F)(F)F)[C@@H](C)CN([C@H](C)CO)C(=O)c2cc(NC(=O)c3ccncc3)ccc2O1	.	3	-12	10	13[16.7 µM]	.	-19	22
CCOC(=O)N1CCN(c2c(NCc3ccc(Cl)cc3)c(=O)c2=O)CC1	12	41	2	0	12	9	52*	-4
O=C(CSc1nnc(-c2cccs2)o1)Nc1cccc(S(=O)(=O)N2CCCCC2)c1	1	.	3	-2	0	.	.	1
CCC(=O)Nc1ccc2c(c1)OC[C@@H](C)N(C(=O)NC(C)C)C[C@@H](C)[C@@H](OC)CN(C)C2=O	1	-16	-3	-9	9[16.7 µM]	-2	4	12
C#Cc1cccc(-n2nnc(C(C)=O)c2C)c1	-5	8	-4	4	-8	1	0	5
C=CCN(c1ccccc1OC)S(=O)(=O)c1cccc(C(=O)OCC(=O)c2c(N)n(C)c(=O)n(C)c2=O)c1	-3	9	-1	.	.	6	3	-6
CN(Cc1ccccc1)C(=S)NC(=O)c1cccs1	.	13	25	.	6	12	.	5

3 compounds from above, sorted by their value in miR-122 sensor, falling.
canonical_smiles	miR-122 sensor
CCOC(=O)N1CCN(c2c(NCc3ccc(Cl)cc3)c(=O)c2=O)CC1	12
COc1ccccc1NC(=O)CN(c1ccc(C)cc1)S(=O)(=O)c1c(C)n[nH]c1C	3
COC(=O)c1ccc(N2CCc3ccccc32)c([N+](=O)[O-])c1	-8

(listing goes on)
SMILES	FN deposition inh	PAX8 inh HTS	Cneo AK release	PGC1a acetyl inh	miR-122 sensor	CASP6 VEID inh	EWS-Fli inh	LGR2 inh
Cc1cccc(S(=O)(=O)N2C[C@@H]3N[C@H](C2)C3c2ccc(-c3ccccc3C)cc2)c1 (some centres not stated)	1&-5	45&-2	.	-166&-16	.	.	-19&-10	3&-9
CN(CC(=O)NCc1ccc(F)cc1)S(=O)(=O)c1ccc2c(c1)c(=O)n(C)c(=O)n2C	6	-1	0	-7	1	0	2	21
CCN(CC)CC(=O)N1CCCC(N2CCN(c3cccc(C(F)(F)F)c3)CC2)C1 (configuration not stated)	-5	-1	-3	-14	-1	-12	-1	10
COc1ccc(NC(=S)NNS(=O)(=O)c2ccc3ccccc3c2)c(OC)c1	8	9	.	2	.	.	5	-20
CC(C)NC(=O)Nc1ccc2c(c1)C(=O)N([C@H](C)CO)C[C@@H](C)[C@H](CN(C)C(=O)Nc1ccc(C(F)(F)F)cc1)O2	.	10	-3	5	-7[16.7 µM]	0	-1	9
CCOc1ccc(CNC(=O)c2ccccc2NC(=O)C2=CSCCO2)cc1	1	-14	6	-5	-3	3	.	-18
Fc1ccc(NCc2nnc3n2CCCCC3)cc1	-5	2	.	2	.	2	-9	-29
O=C(Nc1ccc(Cl)cc1Cl)c1cccc(N2C(=O)C=CC2=O)c1	7	24	-6	0	-6	3	9	.
O=C(NCc1ccccc1)[C@@H]1[C@@H](CO)[C@@H]2Cn3c(cccc3=O)[C@H]1N2C(=O)c1cnccn1	.	.	.	3	.	0	24	6
Cc1cc(C)c2cc(CN(Cc3cccnc3)C(=O)c3ccc(F)cc3)c(Cl)nc2c1	.	.	-2	.	-1	-2	20	10
CN(C)S(=O)(=O)c1cccc(NC(=O)CSc2nncn2-c2ccccc2)c1	3	17	.	.	.	.	-1	37
CCOc1ccc2c(c1)C(=NNC(=O)c1ccccn1)c1cc(OCC)ccc1-2	-7	-4	.	11	.	1	-8	0
CC1CCCC(C)N1CCCNC(=O)c1cc2c(s1)-c1ccccc1OC2 (configuration not stated)	4	0	2	.	.	.	13	-7
CCCCNC(=O)c1cc(C)nc2ccccc12	2	-8	-1	5	-4	2	-17	13
CCOC(=O)c1c(NC(=O)COC(=O)CC(NC(C)=O)c2ccccc2)sc(C(=O)NC)c1C (configuration not stated)	1	2	-3	-6	.	-1	1	0
CC1(C)CC2CC(C)(CN2C(=O)COC(=O)c2cccc(O)c2)C1 (configuration not stated)	5	1	0	2	-6	0	-5	-14
O=C(CCC(F)(F)F)N1CCCC(CO)(CCc2ccccc2)C1 (configuration not stated)	-1	7	2	-11	0	-6	5	-1
COCC#Cc1ccc2c(c1)O[C@@H](CN(C)C(=O)C1CCCCC1)[C@H](C)CN([C@H](C)CO)S2(=O)=O	.	-2	-5	-13	7[16.7 µM]	1	5	5
Cc1nn(CCOc2ccccc2)c(=O)n1-c1c(F)cccc1F	0	-129	.	-13	-12	-2	.	-31
C[C@@H]1CN([C@H](C)CO)C(=O)c2c(c3ccccc3n2C)-c2ccccc2CO[C@@H]1CN(C)C(=O)[C@H](Cc1ccccc1)N(C)C	14	3	0	-2	.	2	7	15
CCSc1ccc(-c2ccco2)nn1	0	-4	.	10	.	1	-44	-5
CCOC(=O)C1CCCN(C(=O)Cc2ccc(OC)c(OC)c2)C1 (configuration not stated)	5	14	-1	.	-5	.	.	.
CCOC(=O)N1CCN(C(=O)c2cn(CC)c3ccc(S(=O)(=O)N4CC(C)CC(C)C4)cc3c2=O)CC1 (configuration not stated)	13	11	.	6	5	2	-5	-1
COc1ccc2c(CC(=O)Nc3ccc(OC)c(S(=O)(=O)N4CCOCC4)c3)coc2c1	0	4	-7	8	11	9	9	11
CCCN1C[C@H](C)[C@H](OC)CN(C)C(=O)c2cc(NC(=O)NC3CCCC3)ccc2OC[C@@H]1C	2	8	.	-4	.	3	.	-1

Some of the entries above in another layout.
Every second line gives: FN deposition inh	PAX8 inh HTS	Cneo AK release	PGC1a acetyl inh	miR-122 sensor	CASP6 VEID inh	EWS-Fli inh	LGR2 inh
> Cc1cc(C)c2cc(CN(Cc3cccnc3)C(=O)c3ccc(F)cc3)c(Cl)nc2c1
  .	.	-2	.	-1	-2	20	10
> CN(C)S(=O)(=O)c1cccc(NC(=O)CSc2nncn2-c2ccccc2)c1
  3	17	.	.	.	.	-1	37
> CCOc1ccc2c(c1)C(=NNC(=O)c1ccccn1)c1cc(OCC)ccc1-2
  -7	-4	.	11	.	1	-8	0
> CC1CCCC(C)N1CCCNC(=O)c1cc2c(s1)-c1ccccc1OC2 (configuration not stated)
  4	0	2	.	.	.	13	-7
> CCCCNC(=O)c1cc(C)nc2ccccc12
  2	-8	-1	5	-4	2	-17	13
> CCOC(=O)c1c(NC(=O)COC(=O)CC(NC(C)=O)c2ccccc2)sc(C(=O)NC)c1C (configuration not stated)
  1	2	-3	-6	.	-1	1	0
> CC1(C)CC2CC(C)(CN2C(=O)COC(=O)c2cccc(O)c2)C1 (configuration not stated)
  5	1	0	2	-6	0	-5	-14
> O=C(CCC(F)(F)F)N1CCCC(CO)(CCc2ccccc2)C1 (configuration not stated)
  -1	7	2	-11	0	-6	5	-1
> COCC#Cc1ccc2c(c1)O[C@@H](CN(C)C(=O)C1CCCCC1)[C@H](C)CN([C@H](C)CO)S2(=O)=O
  .	-2	-5	-13	7[16.7 µM]	1	5	5
> Cc1nn(CCOc2ccccc2)c(=O)n1-c1c(F)cccc1F
  0	-129	.	-13	-12	-2	.	-31
> C[C@@H]1CN([C@H](C)CO)C(=O)c2c(c3ccccc3n2C)-c2ccccc2CO[C@@H]1CN(C)C(=O)[C@H](Cc1ccccc1)N(C)C
  14	3	0	-2	.	2	7	15
> CCSc1ccc(-c2ccco2)nn1
  0	-4	.	10	.	1	-44	-5
> CCOC(=O)C1CCCN(C(=O)Cc2ccc(OC)c(OC)c2)C1 (configuration not stated)
  5	14	-1	.	-5	.	.	.
> CCOC(=O)N1CCN(C(=O)c2cn(CC)c3ccc(S(=O)(=O)N4CC(C)CC(C)C4)cc3c2=O)CC1 (configuration not stated)
  13	11	.	6	5	2	-5	-1
